Source: PubChem (Broad Institute)
Casp6 inh: human caspase-6 inhibitors, primary screen, biochemical, VEID-R110 fluorescence, single point, set 2. P55212. purified caspase-6, Z-VEID-R110 cleavage fluorescence. inhibition, % at 12.5 µM. 350,000 tested, 0.53% active. AID 686996, 2013;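 active means mean inhibition across replicates at least about 35%, with every replicate also reaching that limit, limit read from the data; inconclusive means only one of the two criteria met; inactive means neither criterion met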;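 further: 0% = median of neutral control wells and 100% = no fluorescence left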
Xi reactivation: activators of inactive X chromosome reactivation, primary screen, imaging, XiGFP fibroblasts, GFP high-content imaging, set 2; activation, % at 7.58 µM; 360,000 tested, 0.055% active; XiGFP mouse fibroblasts, % GFP-positive cells imaging, 3 d; cells co-treated with 5-aza-dC sensitizer; scaled so ellipticine positive control = 100%;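 active means mean normalized replicate activation at least 10% and every replicate at or above 10%; inconclusive means only one of the two criteria met; inactive means mean below 10% and not all replicates reach 10%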;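 further: 0% = median of on-plate neutral control wells and 100% = ellipticine 6 µM median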
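Assay system: SV40-immortalized XiGFP fibroblast cells, line 68-5-11; buffer or medium: DMEM plus 5-aza-dC sensitizer; compound: one concentration, pinned; timing: compounds 3 days, fix/stain 15 min at room temperature; benchmarks: positive control ellipticine, 6 µM final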
RAD54 inh: inhibitors of human RAD54 branch migration, primary screen, biochemical, fluorescence, single point; RAD54 Holliday junction branch migration, FAM/BHQ fluorescence; DNA repair and recombination protein RAD54-like (Homo sapiens), Q92698; 360,000 tested, 0.14% active; AID 602329, 2012; inhibition, % at 10.4 µM;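 active means mean normalized replicate activity at least 40 and at least half of replicates scoring 40 or more; inconclusive means only one of the two criteria met; inactive means mean below 40 and under half of replicates reaching 40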;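 further: 0% = median of neutral control wells and 100% = median of positive control wells; inhibitors cause a drop in the FAM fluorescence signal; in these data hits start at about 50%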
DENV2 CPE rescue: inhibitors of DENV2 cytopathic effect, primary screen, cell-based, plate reader, single concentration; CPE inhibition, % at 9.99 µM; DENV2-infected cells, cytopathic effect rescue; 350,000 tested, 1.7% active; in the data active means CPE inhibition above about 20%, passing the limit was not always enough; inconclusive means no clear call, values can overlap the other calls; tested in BHK-21 cells;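 further: 0% = median of neutral control wells and 100% = median of positive control wells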
E-sel inducer: E-selectin induction in HUVECs, primary screen, imaging, HUVEC, immunofluorescence imaging, single point; P16581; normalized: neutral wells 0, TNF-alpha wells 100; activation, % at 7.58 µM; 260,000 tested, 0.37% active; AID 686992, 2013;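 active means mean E-selectin-positive cell signal at least 10% of the positive control, reached in at least 60% of replicates, without over 20% cell loss; inconclusive means no rule given, readout overlaps actives, possibly toxicity-flagged; inactive means the rest, including those meeting only one limit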;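 further: in these data hits start at about 27%; measured in HUVEC primary endothelial cells; signal is the percent of cells scored E-selectin positive by PE staining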
Target sequence (P16581 whole entry, looked up): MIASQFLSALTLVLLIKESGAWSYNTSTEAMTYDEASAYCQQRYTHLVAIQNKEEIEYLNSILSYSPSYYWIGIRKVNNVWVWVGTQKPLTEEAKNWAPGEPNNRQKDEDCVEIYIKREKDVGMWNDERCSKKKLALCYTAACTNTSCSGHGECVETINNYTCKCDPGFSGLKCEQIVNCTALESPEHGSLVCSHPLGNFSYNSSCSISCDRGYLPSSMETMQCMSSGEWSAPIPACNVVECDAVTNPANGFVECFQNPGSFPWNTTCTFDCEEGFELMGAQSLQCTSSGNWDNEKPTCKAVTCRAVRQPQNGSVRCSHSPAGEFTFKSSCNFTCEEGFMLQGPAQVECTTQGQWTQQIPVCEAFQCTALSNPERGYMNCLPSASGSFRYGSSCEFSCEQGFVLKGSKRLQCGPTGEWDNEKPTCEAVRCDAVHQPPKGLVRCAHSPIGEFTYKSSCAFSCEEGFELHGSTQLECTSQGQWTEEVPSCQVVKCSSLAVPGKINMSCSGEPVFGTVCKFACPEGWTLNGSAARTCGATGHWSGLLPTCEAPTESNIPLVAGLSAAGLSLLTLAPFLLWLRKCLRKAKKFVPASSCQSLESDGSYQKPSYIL
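Material: HUVEC primary endothelial cells; Amount: 3,000 cells per well; Dosing: single concentration; Medium: EGM-2 growth medium on 0.1% gelatin-coated wells; Read-out basis: percent E-selectin-positive cells; Signal: immunofluorescence imaging; Control set: TNF-alpha, DMSO.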
RAD52 inh: RAD52 DNA annealing inhibitors, primary screen, biochemical, FRET, single point, set 2. 360,000 tested, 0.46% active. inhibition, % at 18.7 µM. recombinant RAD52 DNA annealing, FRET fluorescence. DNA repair protein RAD52 homolog (Homo sapiens), P43351;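 active means every replicate showing at least 50% inhibition; inconclusive means mean inhibition at least 50% but not in every replicate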
Target sequence (P43351 whole entry, looked up): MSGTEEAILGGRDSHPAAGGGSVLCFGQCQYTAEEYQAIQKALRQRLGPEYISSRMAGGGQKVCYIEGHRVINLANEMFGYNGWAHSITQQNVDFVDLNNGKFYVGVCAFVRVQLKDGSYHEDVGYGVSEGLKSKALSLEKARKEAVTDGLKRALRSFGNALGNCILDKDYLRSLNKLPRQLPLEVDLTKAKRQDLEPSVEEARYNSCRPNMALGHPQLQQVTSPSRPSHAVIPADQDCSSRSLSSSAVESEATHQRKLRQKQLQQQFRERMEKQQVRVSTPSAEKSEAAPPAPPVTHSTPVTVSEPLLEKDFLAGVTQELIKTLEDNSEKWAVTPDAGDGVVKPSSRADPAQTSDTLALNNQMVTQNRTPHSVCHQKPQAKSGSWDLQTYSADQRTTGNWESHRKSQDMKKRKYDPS
GSIS activator: GLuc luminescence reporter in INS-1E cells, primary screen for activators of glucose-dependent secretion of insulin; INS-1E GLuc reporter insulin secretion, 2-3 h; activation, % at 16.6 µM; 370,000 tested, 0.61% active;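 active means lowest replicate activation of at least 40%, so every replicate reaches that level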;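 further: 0% = median of neutral control wells and 100% = median of IBMX positive control wells; some compounds called inactive have numbers as strong as hits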
F508del corr: F508del CFTR correction, initial screen, CFBE line, single point; CFBE cells, YFP halide quenching; stimulated with forskolin plus potentiator P3; % fluorescence drop versus neutral controls; activity (quench increase), % at 7.58 µM; 350,000 tested, 0.36% active; AID 720511, 2013;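 active means mean added fluorescence quench of at least 8% versus neutral control, with both replicates also reaching 8%; inconclusive means only one of the mean or replicate conditions met; inactive means mean below 8% and not both replicates reaching 8%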;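 further: cells transiently co-express mutant CFTR-F508del with the halide-sensitive YFP; corrector assay measuring rescue of mutant channel to the surface after 24 h compound exposure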
Active calls of the source: *; ? = inconclusive; nt = not tested or not shown; & = joins results of further samples.

SMILES	Casp6 inh	Xi reactivation	RAD54 inh	DENV2 CPE rescue	E-sel inducer	RAD52 inh	GSIS activator	F508del corr
C[C@H]1CN([C@@H](C)CO)C(=O)c2cc(NC(=O)C3CCCCC3)ccc2O[C@@H]1CN(C)Cc1ccccc1	-4	0.3	-2	14	0.7	-5	-6	-3.0
COc1ccc(CCNCCC(c2ccccc2)c2ccccc2)cc1OC	-4	-0.1	2	2	1.8	1	-28	3.4
Cc1ccc2nc(-c3cccc(S(=O)(=O)N4CC(C)OC(C)C4)c3)cn2c1 (centres undefined)	-1	0.0	-4	?	nt	-32	-14	-4.0
O=C(CNS(=O)(=O)c1ccc(Br)s1)N1CCN(c2ccc(F)cc2)CC1	-1	-0.1	-44	2	nt	0	-10	-1.1
COc1c(C)cc(C(=O)C2CCCN(Cc3ccc(Oc4ncccn4)cc3)C2)cc1C (centres undefined)	-1	-0.1	-5	2	nt	-9	-19	-2.5
CCc1ccccc1NC(=O)CCNS(=O)(=O)c1cc(Br)cnc1N	-2	0.1	-4	7	nt	-2	-11	-4.1
CC1CC(C)CN(C(=O)c2cc3c(=O)n4ccccc4nc3s2)C1 (centres undefined)	0	0.1	-5	1	nt	-3	3	1.8
CC(=O)Nc1ccc(NC(=O)C2CCCN(C(=O)c3ccc(Cl)cc3)C2)cc1 (centres undefined)	-3	0.0	-6	11	0.0	0	-4	5.6
C[C@@H]1CN([C@@H](C)CO)C(=O)c2cc(NC(=O)Nc3ccc4c(c3)OCO4)ccc2O[C@@H](C)CCCCO[C@@H]1CN(C)C(=O)c1ccccc1	-1	0.1	-7	11	0.0	0	6	-0.6
CC(C)NC(=S)N/N=C/c1cccnc1	-1	0.1	nt	-5	nt	3	nt	0.3
CCc1nc2c(OCCOc3ccccc3)cccn2c1N(C=O)Cc1ccc(OC)cc1	-6	0.0	4	12	-0.7	-46	-29	-0.7
C=CCOC(=O)C1=C[C@H](c2ccc(Br)cc2)[C@@H](CCCO)[C@H](OCC)O1	-3&3	0.0	-11&-7	3&-3	-0.1	-3&-10	-9	0.7&-1.0
CC(C)C[C@H]1CN(CCCC[C@@H]2CNC(=O)C(=O)N2CCc2ccccc2)C(=O)C(=O)N1CCc1ccccc1	7	-0.1	nt	-2	nt	-11	-23	0.0
CC(C)NC(=O)N(C)C[C@H]1Oc2cc(C#Cc3ccc(F)cc3)ccc2S(=O)(=O)N([C@H](C)CO)C[C@@H]1C	-2	-0.3	-1	15	0.2	10	-20	1.6
Cc1cc(C(=O)CSc2ccc3c(c2)OCCO3)c(C)n1C1CC1	-1	0.0	nt	-14	-0.5	-38	0	-0.2

An excerpt from above in order of heavy-atom count, highest first.
SMILES	Casp6 inh	Xi reactivation	RAD54 inh	DENV2 CPE rescue	E-sel inducer	RAD52 inh	GSIS activator	F508del corr
CC(=O)Nc1ccc(NC(=O)C2CCCN(C(=O)c3ccc(Cl)cc3)C2)cc1 (centres undefined)	-3	0.0	-6	11	0.0	0	-4	5.6
O=C(CNS(=O)(=O)c1ccc(Br)s1)N1CCN(c2ccc(F)cc2)CC1	-1	-0.1	-44	2	nt	0	-10	-1.1
Cc1cc(C(=O)CSc2ccc3c(c2)OCCO3)c(C)n1C1CC1	-1	0.0	nt	-14	-0.5	-38	0	-0.2

Other structures
SMILES	Casp6 inh	Xi reactivation	RAD54 inh	DENV2 CPE rescue	E-sel inducer	RAD52 inh	GSIS activator	F508del corr
C[C@@H]1CN([C@H](C)CO)C(=O)c2cccc(NC(=O)c3cnccn3)c2O[C@H]1CN(C)S(=O)(=O)c1ccc(F)cc1	4	-0.5	nt	5	0.1	2	25	-0.8
CCN(CC)c1ncnc2c1ncn2[C@H]1CN(Cc2ccc3c(c2)OCO3)C[C@@H](CO)O1	3	0.0	-16	2	1.1	-2	0	-1.7
N#C[C@H]1[C@@H](c2ccccc2C2=CCCC2)[C@@H](CO)N1C(=O)C1CC1	0	0.1	nt	-7	0.2	4	6	2.0
Cc1noc(C)c1NC(=O)Nc1ccc2c(c1)C(=O)N([C@@H](C)CO)C[C@H](C)[C@H](CN(C)C)OCCCC[C@H](C)O2	-1	-0.9	-2	?	-0.1	5	10	0.4
O=C(O)c1ccccc1SCc1cn2cc(Br)ccc2n1	-1	0.8	nt	-2	nt	-21	1	2.8
CCOc1ccc(/C=N/NC(=O)c2ccccc2Cl)cc1CN1CC2CC(C1)c1cccc(=O)n1C2 (centres undefined)	1	nt	2	-6	nt	-3	-23	3.4
N#Cc1c2n(c3c(=O)n(CC(=O)c4ccc([N+](=O)[O-])cc4)cnc13)CCCCC2	2	0.6	nt	-6	-0.5	-12	nt	nt
CC(C)(C)C(=O)C(Oc1cccc2nonc12)n1cncn1 (centres undefined)	1	nt	-2	-2	nt	-5	-9	1.5
CCCc1cc(C(=O)NNC(=S)NCC2CCCO2)cs1 (centres undefined)	nt	0.0	7	nt	0.2	nt	1	nt
C[C@@H]1CN([C@H](C)CO)C(=O)CCCn2cc(nn2)CO[C@@H]1CN(C)Cc1cccc(C(=O)O)c1	-3	0.5	7	-4	0.1	2	1	1.0
C[C@@H]1CN([C@H](C)CO)C(=O)c2cc(C#CC3CCCC3)cnc2O[C@@H]1CN(C)C(=O)C1CCC1	3	0.4	-8	0	0.5	0	-6	0.2
O=C(NC[C@H]1[C@H](c2ccccc2)[C@@H](CO)N1Cc1cccnc1)c1ccccn1	2	-0.1	5	38*	-0.3	-5	12	1.9
CN(C)C(=O)[C@H]1[C@H](CO)[C@H]2Cn3c(ccc(C4=CCCC4)c3=O)[C@@H]1N2C(=O)c1ccccc1	-2	1.4	-10	-4	-0.2	2	27	1.4
COC(=O)c1sc(-c2ccccc2)cc1NC(=O)c1ccccc1	19	0.2	nt	-7	nt	-5	-3	nt
O=C(Nc1ncc([N+](=O)[O-])s1)C1CCN(S(=O)(=O)c2cnc[nH]2)CC1	-1	nt	-3	-2	nt	-10	0	1.5

Reprinted from the entries so far, two compounds:
SMILES	Casp6 inh	Xi reactivation	RAD54 inh	DENV2 CPE rescue	E-sel inducer	RAD52 inh	GSIS activator	F508del corr
COC(=O)c1sc(-c2ccccc2)cc1NC(=O)c1ccccc1	19	0.2	nt	-7	nt	-5	-3	nt
O=C(Nc1ncc([N+](=O)[O-])s1)C1CCN(S(=O)(=O)c2cnc[nH]2)CC1	-1	nt	-3	-2	nt	-10	0	1.5

(listing goes on)
SMILES	Casp6 inh	Xi reactivation	RAD54 inh	DENV2 CPE rescue	E-sel inducer	RAD52 inh	GSIS activator	F508del corr
C[C@@H]1CN([C@@H](C)CO)S(=O)(=O)c2ccc(Br)cc2O[C@@H]1CN(C)CC1CCOCC1	-3	0.6	-5	0	0.1	1	26	0.2
NS(=O)(=O)c1ccc(CCNC(=O)c2ccc3c(c2)OCCO3)cc1	-5	0.0	nt	-6	nt	-10	3	1.8
O=C(Nc1ccccc1F)N1[C@H](CO)[C@@H]2c3ccccc3NC[C@@H]21	0	0.2	0	3	-0.4	-4	4	-0.9
COC(=O)c1sccc1NC(=S)Nc1ccc(OC)cc1	6	0.1	nt	0	nt	-15	4	-0.5
CO[C@@H]1CN(C)C(=O)c2ccc(NC(=O)Nc3ccc(F)cc3)cc2OC[C@H](C)NC[C@H]1C	-2	0.3	7	-12	0.9	8	-4	nt
Cc1cc(NC(=O)c2ccc(F)cc2)n(C)n1	0	0.2	nt	4	0.3	-16	16	1.4
COc1ccc(NC(=O)NCc2ccc3c(c2)OCO3)c(OC)c1	-3	0.0	12	?	0.7	-3	8	-1.7
COc1cccc(-c2sc3ccc(OC)cc3c2-c2ccc(OC)cc2F)c1	-3	-0.2	-1	-24	0.6	-7	-7	0.4
CCOC(=O)c1oc2cc(OCC(=O)OC)ccc2c(=O)c1-c1ccc(OC)c(OC)c1	1	-0.1	-1	-5	nt	-1	27	1.5
Cc1ccc(S(=O)(=O)NC(=O)NCc2ccc(F)cc2)cc1	-1	0.0	nt	14	-0.3	-7	-8	3.0
COc1ccc(-c2ccc([C@H]3[C@H](C#N)N[C@@H]3CO)cc2)cc1	1	0.1	5	5	-0.5	-20	0	-6.2
CCOc1ccc(NS(=O)(=O)c2ccc(C(=O)N(CC)CC(=O)NCc3cccs3)cc2)cc1	-172	0.2	16	-2	-0.2	1	-19	-1.0
O=C(c1cccc(F)c1)N1CCCCN2[C@H](C1)[C@H](c1ccc(/C=C/c3ccccc3)cc1)[C@@H]2CO	3	0.2	3	-2	-0.6	5	-15	0.6
O=C(Nc1ccccc1Cl)N1[C@@H]2CNc3ccccc3[C@@H]2[C@@H]1CO	-3	0.2	1	-4	-0.5	-20	0	-4.2
O=C(Cc1ccccc1)Nc1ncnc2c1C(c1ccccc1)c1c(ccc3ccccc13)O2 (centres undefined)	-3	-0.1	13	5	-0.1	-2	19	-5.4

3 compounds out of the list above, ordered by the value under GSIS activator, lowest first:
smiles | GSIS activator
O=C(Nc1ccccc1F)N1[C@H](CO)[C@@H]2c3ccccc3NC[C@@H]21 | 4
O=C(Cc1ccccc1)Nc1ncnc2c1C(c1ccccc1)c1c(ccc3ccccc13)O2 (centres undefined) | 19
C[C@@H]1CN([C@H](C)CO)C(=O)c2cccc(NC(=O)c3cnccn3)c2O[C@H]1CN(C)S(=O)(=O)c1ccc(F)cc1 | 25

Continuation:
SMILES	Casp6 inh	Xi reactivation	RAD54 inh	DENV2 CPE rescue	E-sel inducer	RAD52 inh	GSIS activator	F508del corr
CN(C)S(=O)(=O)c1cccc(C(=O)NCC(C)(C)CNC(=O)c2cccc(S(=O)(=O)N(C)C)c2)c1	1	-0.1	-4	0	-0.1	4	5	3.3
C=C1[C@@H](OC(C)=O)CC[C@]2(C)[C@@H]1C[C@@H]1C[C@H](OC(C)=O)C(C)=C([C@@H](OC(C)=O)[C@@H]2OC(C)=O)C1(C)C	4	0.1	-11	-5	-0.1	-7	nt	-1.8
CCOC(=O)c1c(C)[nH]c(C(=O)N2CCc3cc(OC)c(OC)cc3C2)c1C	7	0.0	4	6	1.8	1	-4	0.9
COc1ccccc1C1=CC(=O)CC(C)(C)C1=O	-2	0.4	3	0	-0.1	-4	-3	-1.4
O=C(NCC1CCCO1)C(=O)N/N=C/c1ccccc1C(=O)O (centres undefined)	-3	0.0	nt	-1	-0.7	-6	5	0.6
C[C@H](CO)N1C[C@H](C)[C@H](CN(C)Cc2ccccc2F)Oc2ncc(/C=C/c3ccccc3)cc2C1=O	-2	0.4	-2	2	0.0	-1	-26	-2.2
CCN(CCn1cccn1)Cc1cn[nH]c1-c1ccc(OC)cc1F	nt	0.1	4	-7	0.0	-19	14	-1.3
